MmCpn inh: inhibitors of Methanococcus maripaludis chaperonin (MmCpn); purified Mm-Cpn ATPase, ADP Transcreener TR-FRET; Potency, µM (doses to about 76.9 µM), inactives show at the highest dose activity, negative = inhibition, usual class: inhibitors; 330,000 tested, 0.031% active; AID 504842; note: potency is the fitted concentration of half-maximal effect; % is set by controls: 0 for no effect and ±100 for the full control effect; nearly all actives have a fitted effect of over 80% in size
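Eu-cryptate anti-ADP/ADP-d2 competition gives a ratio inversely related to ADP. Enzyme at 25 nM was pre-exposed to compound for 10 min, then given 10 uM ATP for 30 min, 37°C throughout.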
Nrf2 ARE act: activators of Nrf2 (ARE) signaling. AID 624171. Potency, µM (doses to about 46.1 µM), for inactives: at the top dose activation, usual class: activators. AREc32 ARE-luciferase reporter (MCF7-derived line), luminescence, 24 h. 410,000 tested, 0.31% active; note: potency is the fitted concentration of half-maximal effect; % of control where 0% means no effect; nearly all actives have a fitted effect of over 65% in size
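AREc32_Fluc, 1000 cells/well, OPTI-MEM + 5% FBS, o/n 37 deg C 5% CO2; 23 nL cpd by pin tool, 24 hr; Steady-Glo 30 min RT, luminescence.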
Nrf2 inh: inhibitors of Nrf2 signaling; A549 ARE-Fluc reporter, luciferase luminescence, 18-24 h; Potency, µM (highest dose often 46 µM), for inactives: top-dose activity change, negative = inhibition, hits mostly inhibitors; 360,000 tested, 2.1% active; note: potency is the fitted concentration of half-maximal effect; % is set by controls: 0 for no effect and ±100 for the full control effect; nearly all actives have a fitted effect of over 60% in size
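In this cell-based qHTS, ARE-driven firefly luciferase in A549 cells reports Nrf2 activity; the luminescent signal after BugLite lysis is the measured value, with a prior CellTiter-Fluor read for cell health.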
CCT chaperon mod: modulators of cytosolic chaperonin (CCT/TRiC) activity; purified chaperonin ATPase assay, HTRF ADP detection, 30 min; activity change, % (no concentration beside the values), hits read low; 360,000 tested, 0.3% active; AID 651819; in the data active = activity change below about -30%; note: % is set by controls: 0 for no effect and ±100 for the full control effect
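First, chaperonin was dispensed at 40 nM or 20 nM final depending on batch activity. Next, compounds were pinned at 76 uM and ATP added at 10 uM. After 30 min at 37 °C, ADP detection reagents ran 30 min at ambient temperature.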
A549 tox: kills or reduces viability of A549 cells in Nrf2 counter-screen; A549 ARE-Fluc cells, CellTiter-Fluor viability, 18-24 h; 390,000 tested, 0.16% active; AID 504648; Potency, µM (top dose mostly 46 µM), without a hit: top-dose activity change, negative = cytotoxicity, usual class: inhibitors; note: potency is the fitted concentration of half-maximal effect; % is set by controls: 0 for no effect and ±100 for the full control effect
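A549 ARE-Fluc cells in 5% FBS OPTI-MEM, 5000 cells/well, rested 2 h then exposed to compounds in concentration-response for 18-24 h at 37 °C. Viability by CellTiter-Fluor fluorescence (Ex 405/Em 525) after 30 min; luciferase luminescence (BugLite, 15 min, RT) read afterwards.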
S2 tox: viability counter-screen for ATXN expression inhibitors; AID 651635; 400,000 tested, 0.49% active; S2 cells (HEK-293 line with an ATXN2-luciferase reporter) viability, CellTiter-Fluor protease fluorescence, 24 h; Potency, µM (titrated, usually from 56.7 µM), actives largely listed as cytotoxic; note: potency is the fitted concentration of half-maximal effect; nearly all actives have a fitted effect of over 40% in size
pAkt inh: Akt phosphorylation inhibition | 360,000 tested, 0.32% active | activity change, % for hits at 50 µM | Neuro2A IGF-stimulated pAkt S473 HTRF, 20 min; hits give low values | AID 651550; in the data active = activity change below about -80%; inconclusive = mostly about -51% to -80%; note: % is set by controls: 0 for no effect and ±100 for the full control effect
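Neuro2A cells in DMEM with 0.5% FBS, overnight at 37 deg C, given compound at single 50 µM final, then IGF (6 nM final) for 20 min at 37 deg C. Lysed; phospho-Akt Ser473 by HTRF after 24 h, 665/615 ratio.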
TGFb inhibitor: blocks TGF-b signaling; Potency, µM (series often up to 46.1 µM), inactives show at the highest dose activity, negative = inhibition, actives largely listed as inhibitors; 410,000 tested, 1.2% active; HepG2 CAGA-GFP TGF-b/SMAD3 reporter, GFP fluorescence, 18 h; TGF-beta stimulated, 500 pg/mL final; note: potency is the fitted concentration of half-maximal effect; % is set by controls: 0 for no effect and ±100 for the full control effect; nearly all actives have a fitted effect of over 65% in size
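HEPG2 CAGA-GFP, 1000 cells/well; 2 h settle, 37 C; cpd via pin tool; TGF-b 500 pg/mL final; 18 h, 37 C; GFP imaging ex488/em500-530; %Activity normalised to -TGF-b and +DMSO controls; CRC fit, curve class.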
HepG2 viability: counter-screen for TGF-b inhibitors: cytotoxicity in HepG2 cells | Potency, µM (doses to about 46.1 µM), without a hit: at the highest dose activity change, negative = cytotoxicity, actives largely listed as cytotoxic | HepG2 CAGA-GFP viability, ATP luminescence, 18 h | 410,000 tested, 0.76% active; note: potency is the fitted concentration of half-maximal effect; some results filed as inactive show a strong effect at the top dose
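CellTiter-Glo luminescence gave cytotoxicity after 18 hours at 37 degrees C. The cells were HepG2 CAGA-GFP in 1% FBS DMEM, stimulated with 500 pg/mL TGF-beta after compound addition. %Activity was normalised to no-cell wells (complete cell-killing) and DMSO (no toxicity), and curves were fitted and classified.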
* marks the source's active call; other numbers are inactive results; & = joins results of further samples; [ ] = remark or other dose. Unless noted, calls come from the whole dose curve; as a rule, active = well fitted curve in the direction sought with a large enough effect; inconclusive = small, poorly fitted or top-dose-only effect, or another doubt; inactive = no such curve, though single readings can be large; an effect the other way counts as inactive or inconclusive.

COc1cccc(NC(=O)Cn2c(=O)n(-c3ccc(C)cc3)c(=O)c3ccccc32)c1 was read as Nrf2 ARE act 0.0%, Nrf2 inh -15%, A549 tox -25%, S2 tox inactive, TGFb inhibitor 32%[activator] and HepG2 viability -16%.
`CCCC(=O)c1c[nH]c(C(=O)NCc2cccnc2)c1` gave MmCpn inh 0%, Nrf2 ARE act 0.7%, Nrf2 inh 2%, CCT chaperon mod -1.5, A549 tox 5%, S2 tox inactive, pAkt inh inactive, TGFb inhibitor 3% and HepG2 viability -7%.
Screening COc1ccc(-n2c(=O)c(CCC(=O)N3CCN(c4ccccc4O)CC3)nc3ccccc32)cc1 returned MmCpn inh 2%, Nrf2 ARE act 10.0%, Nrf2 inh -30%, CCT chaperon mod -4.6, A549 tox -18%, S2 tox inactive, pAkt inh inactive, TGFb inhibitor inconclusive and HepG2 viability -18%.
For CCCC(=O)Nc1ccc(S(=O)(=O)Nc2nccs2)cc1 the results were Nrf2 ARE act -0.9%, Nrf2 inh 1%, CCT chaperon mod -1.4, A549 tox 7%, S2 tox inactive, pAkt inh inactive, TGFb inhibitor -20% and HepG2 viability -23%.
COc1ccccc1-n1cc(C(=O)NCC(=O)NCc2ccc(F)cc2)c2ccccc2c1=O was read as MmCpn inh 1%, Nrf2 ARE act -0.2%, Nrf2 inh -13%, CCT chaperon mod -2.6, A549 tox -1%, S2 tox inactive, pAkt inh inactive, TGFb inhibitor 15% and HepG2 viability -4%.
Screening COC(=O)C1=C(C)N(Cc2ccccc2)C(=NCc2cc(OC)c(OC)c(OC)c2)N[C@H]1c1ccc(Br)cc1 returned MmCpn inh -4%&3%, Nrf2 ARE act -3.9%, Nrf2 inh 6%, CCT chaperon mod -2.3, A549 tox -3%, pAkt inh inactive, TGFb inhibitor inconclusive and HepG2 viability -116%.
COc1ccc(C(C)NC(=O)C2CCN(CCOc3ccc(Cl)cc3Cl)CC2)cc1OC (stereo not drawn) was read as Nrf2 ARE act -2.6%, CCT chaperon mod -0.4, S2 tox inconclusive, pAkt inh inactive, TGFb inhibitor inconclusive and HepG2 viability -90%.
Screening CC(C)[C@H](NC(=O)c1ccccc1)C(=O)NC1CCCCCCC1 returned MmCpn inh 0%, Nrf2 ARE act -0.7%, Nrf2 inh 11%, CCT chaperon mod 0.4, A549 tox 2%, S2 tox inactive, pAkt inh inactive, TGFb inhibitor 22% and HepG2 viability -1%.
Screening NCCC(=O)NC[C@H]1O[C@@H](n2cnc3c(N)ncnc32)[C@H](O)[C@@H]1O returned MmCpn inh 1%, Nrf2 ARE act -1.0%, Nrf2 inh 10%, CCT chaperon mod -0.1, A549 tox -4%, S2 tox inactive, pAkt inh inactive, TGFb inhibitor 1% and HepG2 viability 14%.
For COc1ccc2nc(NC(=O)Cc3cccs3)sc2c1 the results were MmCpn inh 0%, Nrf2 ARE act 0.7%, Nrf2 inh inconclusive, CCT chaperon mod -0.7, A549 tox -9%, S2 tox inactive, pAkt inh inactive, TGFb inhibitor 0% and HepG2 viability -8%.
CC(=O)Nc1ccc(S(=O)(=O)NCCc2csc3nc(-c4cccc(C)c4)nn23)cc1 was read as Nrf2 ARE act 1.0%, A549 tox -11%, TGFb inhibitor inconclusive and HepG2 viability -6%.
Cc1[nH]c(C)c(S(=O)(=O)N2CCCCC2)c1C(=O)N1CCCCC1 was read as MmCpn inh 3%, Nrf2 ARE act -1.0%, Nrf2 inh 15%, CCT chaperon mod 0.5, A549 tox -8%, S2 tox inactive, pAkt inh inactive, TGFb inhibitor 3% and HepG2 viability 4%.

An excerpt from above in order of heavy-atom count, highest first:
Screening COc1ccc(-n2c(=O)c(CCC(=O)N3CCN(c4ccccc4O)CC3)nc3ccccc32)cc1 returned MmCpn inh 2%, Nrf2 ARE act 10.0%, Nrf2 inh -30%, CCT chaperon mod -4.6, A549 tox -18%, S2 tox inactive, pAkt inh inactive, TGFb inhibitor inconclusive and HepG2 viability -18%.
CC(=O)Nc1ccc(S(=O)(=O)NCCc2csc3nc(-c4cccc(C)c4)nn23)cc1 was read as Nrf2 ARE act 1.0%, A549 tox -11%, TGFb inhibitor inconclusive and HepG2 viability -6%.
For COc1ccc2nc(NC(=O)Cc3cccs3)sc2c1 the results were MmCpn inh 0%, Nrf2 ARE act 0.7%, Nrf2 inh inconclusive, CCT chaperon mod -0.7, A549 tox -9%, S2 tox inactive, pAkt inh inactive, TGFb inhibitor 0% and HepG2 viability -8%.

Remaining list, next part.
For C[C@]12CC[C@@H]3c4ccc(OS(=O)(=O)O)cc4CC[C@H]3[C@@H]1CCC2=O the results were MmCpn inh 3%&0%, Nrf2 ARE act 0.2%&-0.4%, Nrf2 inh 5%&9%, CCT chaperon mod -2.7&0.7, A549 tox -4%&0%, S2 tox inactive, pAkt inh inactive, TGFb inhibitor 18%&-9% and HepG2 viability -1%&-10%.
`O=C(O)C1CCCN1S(=O)(=O)c1ccc(Br)cc1` (stereo not drawn) gave MmCpn inh -1%, Nrf2 ARE act -0.5%, Nrf2 inh 3%, CCT chaperon mod 0.7, A549 tox -3%, S2 tox inactive, pAkt inh inactive, TGFb inhibitor 0% and HepG2 viability 1%.
For CCN(C1CCCCC1)S(=O)(=O)CCNC(=O)c1ccc2c(c1)OCO2 the results were MmCpn inh -1%, Nrf2 ARE act -0.3%, Nrf2 inh -10%, CCT chaperon mod -0.3, A549 tox -14%, S2 tox inactive, pAkt inh inactive, TGFb inhibitor 11% and HepG2 viability -2%.
CCc1cccc(CC)c1NC(=O)Cc1csc(C)n1 was read as Nrf2 ARE act -0.9%, Nrf2 inh 4%, A549 tox -4%, TGFb inhibitor -20% and HepG2 viability 8%.
O=C1CCCC(O)=C1N=Nc1ccc2c(c1)OCO2 was read as MmCpn inh 0%, Nrf2 ARE act 5.6%, Nrf2 inh 2%, CCT chaperon mod 0.1, A549 tox -7%, S2 tox inactive, pAkt inh inactive, TGFb inhibitor 15% and HepG2 viability -14%.
`CCCCNC(=O)c1ccc2c(c1)NC(=O)C(C(C)C)N2` (stereo not drawn) gave Nrf2 ARE act -0.3%, Nrf2 inh -7%, A549 tox 2%, S2 tox inactive, TGFb inhibitor -9% and HepG2 viability -16%.
For O=C(NCC1CCCN(Cc2ccc3nonc3c2)C1)c1cccc(C(F)(F)F)c1 (stereo not drawn) the results were MmCpn inh -2%, Nrf2 ARE act 4.7%, Nrf2 inh 0%, CCT chaperon mod -2.4, A549 tox 3%, S2 tox inconclusive, pAkt inh inactive, TGFb inhibitor -12% and HepG2 viability -20%.
For CCC1CCCCN1C(=O)c1cccc(S(=O)(=O)Nc2cc(C(F)(F)F)ccc2Cl)c1 (stereo not drawn) the results were MmCpn inh 0%, Nrf2 ARE act 0.2%, Nrf2 inh -4%, CCT chaperon mod 2.0, A549 tox -1%, S2 tox inactive, pAkt inh inactive, TGFb inhibitor inconclusive and HepG2 viability -32%.
Screening Cc1ccc2c(c1)N(C(=O)N1CCC(C(=O)NCCC3=CCCCC3)CC1)CC(C)O2 (stereo not drawn) returned Nrf2 ARE act -0.7%, Nrf2 inh inconclusive, A549 tox 0%, TGFb inhibitor inconclusive and HepG2 viability -5%.
O=C(COC(=O)CNC(=O)c1ccc(Cl)cc1Cl)Nc1cccc(S(=O)(=O)N2CCCC2)c1 was read as MmCpn inh -2%, Nrf2 ARE act 0.1%, Nrf2 inh -10%, CCT chaperon mod -3.6, A549 tox 8%, S2 tox inactive, pAkt inh inactive, TGFb inhibitor -1% and HepG2 viability 0%.
Screening COc1ccccc1Cc1c(-c2ccccc2)nc2ccc(Cl)cn12 returned Nrf2 ARE act 6.0%, CCT chaperon mod 0.3, S2 tox inconclusive, pAkt inh inactive, TGFb inhibitor inconclusive and HepG2 viability -24%.
Screening CC1(c2ccc(OC(F)F)cc2)NC(=O)N(CC(=O)NCCC2=CCCCC2)C1=O (stereo not drawn) returned MmCpn inh -1%, Nrf2 ARE act 0.0%, Nrf2 inh 14%, CCT chaperon mod -1.1, A549 tox -1%, S2 tox inactive, pAkt inh inactive, TGFb inhibitor -15% and HepG2 viability -4%.
For COc1cc(NC(=S)NC(=O)c2ccccc2C)ccc1NC(=O)c1cccs1 the results were MmCpn inh -2%, Nrf2 ARE act -0.9%, Nrf2 inh -13%, CCT chaperon mod -2.7, A549 tox -8%, S2 tox inactive, pAkt inh inactive, TGFb inhibitor 5% and HepG2 viability -10%.
Screening Cc1ccc(S(=O)(=O)N(C)CCCC(=O)Nc2ccccn2)cc1 returned Nrf2 ARE act -0.3%, Nrf2 inh -13%, CCT chaperon mod -2.4, A549 tox 1%, S2 tox inactive, pAkt inh inactive, TGFb inhibitor -1% and HepG2 viability 6%.
For CCOC(=O)c1ccc(NC(=S)N(Cc2cccnc2)Cc2ccco2)cc1 the results were MmCpn inh -6%, Nrf2 ARE act 1.5%, Nrf2 inh 5%, CCT chaperon mod -2.8, A549 tox 6%, S2 tox inactive, pAkt inh inactive, TGFb inhibitor 2% and HepG2 viability -6%.
Screening CC12CCC(=O)N1C(C(=O)NNC(=O)c1cccc(Cl)c1)CS2 (stereo not drawn) returned MmCpn inh -1%, Nrf2 ARE act 0.4%, Nrf2 inh 5%, CCT chaperon mod 1.8, A549 tox 0%, S2 tox inactive, pAkt inh inactive, TGFb inhibitor -10% and HepG2 viability 0%.
`Cn1cc(S(=O)(=O)N2CCN(c3ccccc3)CC2)c(=O)n(C)c1=O` gave MmCpn inh 3%, Nrf2 ARE act -0.4%, Nrf2 inh -6%, CCT chaperon mod 1.1, A549 tox -14%, S2 tox inactive, pAkt inh inactive, TGFb inhibitor 0% and HepG2 viability 4%.
COc1cc2ccccc2cc1C(=O)N1CCN(c2nc3c(F)cc(F)cc3s2)CC1 was read as Nrf2 ARE act 0.5%, A549 tox 7%, S2 tox inactive, TGFb inhibitor 7.1µM* and HepG2 viability -22%.

From PubChem
